Bioassay records (PubChem)
inhibitors of VEEV: inhibitors of VEEV TC-83 cytopathic effect, confirmation, Vero cells (AID 588727); Vero cells, VEEV TC-83 cytopathic effect inhibition; higher % means a stronger effect; inhibition, % at 20 µM; hits with a dose series show IC50 in µM; 350,000 compounds, 0.13% hits; in the data active = a potency from the dose series; inconclusive = inhibition mostly from about 14% at the one dose, without a potency; inactive = the rest, 99 in 100 with inhibition below about 12%; note: strong numbers were not always called active
M. tuberculosis HTS: M. tuberculosis growth inhibition, HTS (AID 449762); M. tuberculosis H37Rv growth inhibition, 7H9 media; higher % means a stronger effect; inhibition, % at 25 µM, or IC50 in µM where a hit was titrated; 330,000 compounds, 0.59% hits; in the data active = a potency from the dose series; inconclusive = inhibition above about 70% without an active follow-up result;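 note: bacterial growth assessed after seven days of incubation; strong numbers were not always called active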
H1N1 NS1A inhibition: H1N1 influenza NS1A inhibitors, functional cell based assay (AID 504329) | 340,000 compounds, 0.3% hits | NS1A functional cell-based assay, percent inhibition; higher % means a stronger effect | inhibition, % at 12.5 µM, or IC50 in µM where a hit was titrated; in the data active = a potency from the dose series; inconclusive = inhibition above about 27% without an active follow-up result; note: strong numbers were not always called active
Salmonella PhoP GFP: PhoP regulon inhibitors, Salmonella typhi PhoP promoter GFP reporter, confirmatory (AID 1850); Salmonella Typhi PhoP-promoter GFP reporter, fluorescence, 4 h; higher % means a stronger effect; one-dose inhibition, % at 50 µM; IC50 in µM for titrated hits; 310,000 compounds, 0.33% hits; in the data active = a potency from the dose series; inconclusive = inhibition mostly from about 25% at the one dose, without a potency; inactive = the rest, 99 in 100 with inhibition below about 19%;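 note: 0% = induced wells with vehicle and 100% = uninduced wells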
tuberculosis growth: growth inhibition of non-replicating M. tuberculosis (AID 488890); Mycobacterium tuberculosis non-replicating, growth inhibition; higher % means a stronger effect; one-dose inhibition, % at 25 µM; IC50 in µM for titrated hits; 320,000 compounds, 0.39% hits; in the data active = a potency from the dose series; inconclusive = inhibition mostly from about 82% at the one dose, without a potency; inactive = the rest, 99 in 100 with inhibition below about 76%;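 note: plate controls were DMSO cells for no effect and high antibiotic wells for full effect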
inhibitors of VEEV 10K pilot screen: also measured in inhibitors of VEEV; calls as there; inhibition, %; measured here: 10K pilot screen inhibition
Starred values were filed as active, the others as inactive; i = inactive; ? = inconclusive; nt = no result given.

SMILES	inhibitors of VEEV	M. tuberculosis HTS	H1N1 NS1A inhibition	Salmonella PhoP GFP	tuberculosis growth	others
O=C(N/N=C/c1ccccn1)c1cc(-c2ccccc2Cl)n[nH]1	8.1%	33%	0%	7%	?
COc1ccc(CC2C(=O)N(C)C(=O)N(C)C2=O)c(OC)c1	0.6%	1%	2%	-9%	-3%
COc1cc(C(=O)c2ccc3c(c2)OCO3)cc(OC)c1OC	7.4%	nt	-20%	nt	nt
CCS(=O)(=O)N1CCC(C(=O)NCc2ccccc2OC)CC1	0.7%	-3%	1%	-6%	-11%
Fc1ccccc1-c1nc(-c2ccccc2)no1	7.0%	5%	-11%	-2%	-5%
O=c1oc(-c2ccc(Br)cc2)nc2ccccc12	1.2%	4%	-8%	-11%	?
CCOC(=O)C1CCN(CC(=O)Nc2ccc(OC)c(S(=O)(=O)N3CCCCC3)c2)CC1	0.4%	-8%	10%	nt	0%
CCSc1nc2ccc(OC)cc2cc1C#N	i	-1%	10%	4%	-3%
Cc1cccc(C)c1C(=NCCCN(C)C)c1ccccc1	i	6%	3%	-4%	-4%
Cc1ccc2nc(-c3ccncc3)c(Nc3ccccc3)n2c1	4.5%	-3%	-2%	-7%	4%	inhibitors of VEEV 10K pilot screen=5.0
CC(=O)/C(N=Nc1cc(C)ccc1O)=C(\C)O	i	-4%	4%	2%	77%
O=C1OCCC1Sc1nnc(-c2ccccc2Br)n1Cc1ccccc1 (stereo not given)	0.6%	-9%	5%	-9%	-13%
Cc1ccc(N2CC(C(=O)Nc3c4c(nn3C(C)(C)C)CS(=O)(=O)C4)CC2=O)cc1 (stereo not given)	2.1%	-15%	8%	-1%	-9%
CCOc1ccc(CNS(=O)(=O)c2cc(-c3cc(C)no3)ccc2OC)cc1OC	3.1%	13%	-2%	-13%	-6%
CCCCNc1ccc(C(=O)Nc2cccc(C)n2)cc1[N+](=O)[O-]	3.4%	3%	16%	-2%	5%
COc1ccccc1C(=O)NCCC(=O)N(C)CC(=O)Nc1ccccc1Br	4.3%	0%	-1%	4%	-2%
O=C(O)c1cc(-c2ccco2)nc2cc3ccccc3cc12	3.0%	-4%	-2%	-6%	-6%
Cc1cc2nc(CS)[nH]c2cc1C	0.6%	-6%	20%	4%	4%
CS(=O)(=O)N1CCN(c2ccc([N+](=O)[O-])c(NCc3ccccc3)c2)CC1	6.2%	-9%	-12%	-6%	-3%
O=C(NCCCN1CCOCC1)c1ccc2c(c1)N(Cc1cccc(Cl)c1)C(=O)c1ccccc1S2=O (stereo not given)	i	10%	-6%	-20%	9%
CCOC(=O)c1sc(=S)n(-c2ccc(OC)cc2)c1N	4.4%	0%	nt	13%	4%
Clc1ccc(-c2nc(NCCN3CCOCC3)c3ccccc3n2)cc1	1.7%	?	1%	11%	28%
COc1ccc(CN2CCCC(C(=O)c3ccc(Cl)cc3)C2)c(OC)c1 (stereo not given)	i	15%	4%	3%	68%
Cc1ccc(NC(=O)CN2C(=O)CCSc3ccc(S(=O)(=O)N4CCCC4)cc32)cc1	0.3%	2%	6%	-11%	2%
CCC(=O)c1ccc(OCC(=O)OCC(=O)Nc2c(C)n(C)n(-c3ccccc3)c2=O)cc1	0.1%	7%	-17%	9%	-6%
O=C(Cn1c(=S)[nH]c2ccccc2c1=O)N1CCN(c2ccc(F)cc2)CC1	3.5%	-12%	5%	-11%	-12%
COC(=O)c1ccc(N(C(=O)CNC(=O)c2ccco2)C(C(=O)NC2CCCC2)c2ccco2)cc1 (stereo not given)	i	-2%	2%	1%	9%
COc1ccc(-c2csc3ncnc(N4CCN(c5ccccc5)CC4)c23)cc1	0.7%	7%	-2%	1%	-12%
CCC(Oc1ccccc1C)C(=O)Nc1ccc(S(=O)(=O)Nc2cc(C)on2)cc1 (stereo not given)	2.0%	-1%	2%	11%	-14%
COc1ccc(C(CC(=O)O)NC(=O)c2sc3ccccc3c2Cl)cc1 (stereo not given)	i	-2%	-13%	-14%	3%
O=C(C1CCC1)N1CCN(c2ccccc2)CC1	i	31%	-2%	4%	38%
CCN(CCNC(=O)C1CCN(Cc2nc(-c3cccc(Cl)c3)oc2C)CC1)c1ccccc1	i	?	25%	-7%	?
COc1ccc(S(=O)(=O)N2CCC(C(=O)N(CC(C)C)C3CCS(=O)(=O)C3)CC2)cc1OC (stereo not given)	7.0%	-8%	-17%	7%	-13%
C=CCNC(=O)Nc1cc(Cl)ccc1OC	i	3%	9%	-2%	-1%
COc1ccc(/C=C/C(=O)Nc2ccc(-n3nncc3-c3ccc(OC)c(OC)c3)cc2)cc1OC	12%	8%	-7%	-1%	38%
O=C(NCc1cccc(C(F)(F)F)c1)c1ccc[nH]1	i	8%	-4%	0%	7%
CN1CCc2ccccc2Cc2[nH]c3ccccc3c2CC1	0.1%	4%	-2%	-20%	72%
CCOc1ccc(NC(=O)CCc2ccc(C)o2)cc1	1.2%	?	-6%	11%	7.8µM*
O=c1c2ccccc2nc(N2CCCC2)n1-c1ccccc1	0.0%	-3%	2%	nt	14%
COc1cccc(N2CCN(C(=O)c3[nH]c(C)c(C(C)=O)c3C)CC2)c1	i	-2%	0%	8%	1%
COc1cc(C2C(C(=O)c3ccc(C)o3)=C(O)C(=O)N2CCc2ccccc2)ccc1O (stereo not given)	i	-1%	9%	5%	70%
COc1ccc(/C=C/C(=O)c2c(O)cc(C)oc2=O)c(OC)c1	5.6%	?	-14%	-39%	71%
NC(=O)NOCc1ccc(F)cc1Cl	1.4%	5%	nt	-10%	0%
COc1ccccc1C(=O)Nc1ccc(OC(C)C(=O)N2CCOCC2)cc1 (stereo not given)	3.6%	6%	-9%	nt	0%
CCn1ncc(C2=NOC(C(=O)Nc3cccnc3)C2)c1C (stereo not given)	4.0%	-3%	5%	-9%	-2%	inhibitors of VEEV 10K pilot screen=1.2
O=C(/C=C/c1ccc(OCc2cccc(Cl)c2)cc1)N1CCOCC1	2.5%	?	-5%	6%	?
O=C(O)c1cc(N/N=C/c2cccs2)ccc1Cl	nt	6%	nt	12%	-5%
O=C(Nc1cccc(Cl)c1)c1ccccc1	i	8%	15%	-2%	63%
CCc1cc2c(SCC(=O)c3ccc(Cl)s3)ncnc2s1	5.8%	1%	-5%	0%	?
O=C(COC(=O)c1ccc(O)cc1O)N=c1sccn1Cc1ccccc1Cl	12%	4%	-1%	5%	35%
COc1ccc(CCN=CC2=C(O)CCCC2=O)cc1OC	2.0%	-7%	-12%	3%	-8%
COc1ccc(N2CCN(c3ccc(N4C(=O)CC(C)C4=O)cc3[N+](=O)[O-])CC2)cc1 (stereo not given)	0.9%	4%	19%	11%	-1%
COc1ccc([N+](=O)[O-])cc1N(CC(=O)NC1CCCCC1)S(C)(=O)=O	1.6%	-9%	-11%	10%	-1%
O=C(COC(=O)c1cccs1)NC1CCCCC1	i	-9%	0%	13%	61%
C/C(=N\NC(=O)c1cc(C(C)(C)C)[nH]n1)C12CC3CC(CC(C3)C1)C2	0.7%	-16%	0%	-2%	-11%
CC(OC(=O)c1cc(S(=O)(=O)N(C)c2ccccc2)ccc1Cl)C(=O)Nc1ccc2c(c1)OCCO2 (stereo not given)	1.6%	-1%	-7%	5%	7%
COC(CNC(=O)c1ccc(CS(=O)(=O)c2ccccc2)o1)OC	0.8%	-3%	0%	0%	-8%
Cc1ccc(CNC(=O)/C=C/c2ccc(S(=O)(=O)N3CCOCC3)cc2)cc1	0.8%	-3%	2%	-6%	8%
Cc1nn(CC(=O)N(C)c2c(N)n(Cc3ccccc3)c(=O)[nH]c2=O)c(C)c1[N+](=O)[O-]	0.5%	0%	2%	nt	-4%
COc1ccc(N(CC(C)C)S(=O)(=O)c2nnc(NC(=O)CC(C)C)s2)cc1	0.5%	-3%	-4%	-22%	5%

Next records.
SMILES	inhibitors of VEEV	M. tuberculosis HTS	H1N1 NS1A inhibition	Salmonella PhoP GFP	tuberculosis growth	others
Cn1cc(CCNC(=O)CC2C(=O)NCCN2CC(c2ccccc2)c2ccccc2)cn1 (stereo not given)	6.2%	-2%	0%	9%	18%
CCOC(=O)c1cnn(-c2ccccc2)c1-c1ccccc1	2.1%	0%	2%	3%	-3%
O=c1[nH]cnc2ccc([N+](=O)[O-])cc12	1.6%	-4%	-6%	9%	4%
CCc1ccc2c(COC(=O)C3CC(=O)N(CCc4ccccc4)C3)cc(=O)oc2c1 (stereo not given)	5.7%	nt	-4%	nt	nt
NS(=O)(=O)c1ccc(NC(=S)NC2CCCC2)cc1	0.9%	-3%	-11%	0%	?
CCC(C)(C)n1nnnc1C(c1ccc(F)cc1)N1CCN(C(=O)c2ccco2)CC1 (stereo not given)	0.1%	3%	5%	13%	2%
Cc1c(NC(=O)/C(C#N)=C/C2CC=CCC2)c(=O)n(-c2ccccc2)n1C (stereo not given)	5.0%	-7%	5%	-9%	-15%
COc1ccc(N(C(=O)CNC(=O)c2ccco2)C(C(=O)NC2CCCC2)c2ccco2)cc1 (stereo not given)	1.9%	0%	-9%	9%	-11%
CCOc1ccccc1C(=O)OCC(=O)Nc1ncc(C(F)(F)F)cc1Cl	0.8%	-5%	-1%	9%	12%
Cc1cccc(NC(=O)CSc2nsc(SCC(=O)Nc3cccc(C)c3)c2C#N)c1	0.1%	3%	7%	-1%	25%
Cc1ccc(NC(=O)Cc2ccc(-n3cccc3)cc2)c(C)c1	0.6%	-2%	11%	-1%	8%
C/C(CC(=O)Nc1ccc([N+](=O)[O-])cc1)=N/NC(=O)C1CC12CCC2 (stereo not given)	1.2%	-2%	-5%	-13%	9%
Cc1cccc(C(=O)N[C@H](C(=O)OCC(=O)NC(=O)c2cccn2C)C(C)C)c1	0.3%	-5%	7%	-3%	-9%
COc1cc(Br)cc2cc(C(=O)N3CCN(c4ccccn4)CC3)c(=O)oc12	2.0%	3%	-17%	-2%	12%
COc1ccc(CCN2C(=O)C3C4C=CC(C5CC45)C3C2=O)cc1OC (stereo not given)	0.7%	-4%	-5%	3%	0%
O=c1[nH]ncc(N2CCCCCC2)c1Cl	1.1%	8%	-12%	-5%	-6%
O=[N+]([O-])c1cccc(C(=NCc2ccccc2)NO)c1	0.6%	-8%	-9%	-1%	-20%
CC(=O)c1cc(C(=O)N2CCCC(C(=O)c3ccc(Cl)cc3)C2)cs1 (stereo not given)	2.7%	3%	-1%	-10%	2%
CCOc1ccc(CCNC(=O)COC(=O)c2ccc(Cl)nc2)cc1OCC	1.6%	0%	-11%	-4%	0%
COc1ccccc1/C=C/C(=O)Nc1cccc(C(C)=O)c1	7.5%	1%	11%	27%	35%
CCN(C(=O)Cc1c(C(=O)O)n(CC)c2ccccc12)c1ccccc1C	i	5%	-11%	-5%	10%
COC(=O)C(O)(c1ccc(N(C)C(=O)COc2ccccc2)cc1)C(F)(F)F (stereo not given)	0.5%	3%	2%	-6%	-13%
CCOc1ccc(/C=C(/NC(=O)c2ccccc2Cl)C(=O)O)cc1	1.2%	-6%	-3%	2%	-8%
CCOc1ccc(/C=C(\C(=O)O)c2ccc(S(=O)(=O)N3CCOCC3)s2)cc1OC	0.9%	7%	24%	-4%	-27%
COc1ccc(CC(=O)Nc2cc(=O)n(C)c(=O)n2C)cc1	i	0%	7%	-7%	-2%
CCCCOc1ccc(S(=O)(=O)N2CCN(C)CC2)cc1	i	25%	9%	1%	35%

In the list so far, these have a tert-butyl group.
SMILES	inhibitors of VEEV	M. tuberculosis HTS	H1N1 NS1A inhibition	Salmonella PhoP GFP	tuberculosis growth	others
Cc1ccc(N2CC(C(=O)Nc3c4c(nn3C(C)(C)C)CS(=O)(=O)C4)CC2=O)cc1 (stereo not given)	2.1%	-15%	8%	-1%	-9%
C/C(=N\NC(=O)c1cc(C(C)(C)C)[nH]n1)C12CC3CC(CC(C3)C1)C2	0.7%	-16%	0%	-2%	-11%

5 compounds already listed, arranged by molecular weight, smallest number first:
SMILES	inhibitors of VEEV	M. tuberculosis HTS	H1N1 NS1A inhibition	Salmonella PhoP GFP	tuberculosis growth	others
O=C(O)c1cc(N/N=C/c2cccs2)ccc1Cl	nt	6%	nt	12%	-5%
O=c1oc(-c2ccc(Br)cc2)nc2ccccc12	1.2%	4%	-8%	-11%	?
COc1cccc(N2CCN(C(=O)c3[nH]c(C)c(C(C)=O)c3C)CC2)c1	i	-2%	0%	8%	1%
COc1ccc(N(CC(C)C)S(=O)(=O)c2nnc(NC(=O)CC(C)C)s2)cc1	0.5%	-3%	-4%	-22%	5%
CC(OC(=O)c1cc(S(=O)(=O)N(C)c2ccccc2)ccc1Cl)C(=O)Nc1ccc2c(c1)OCCO2 (stereo not given)	1.6%	-1%	-7%	5%	7%
